Screening data as filed in PubChem.
RXFP1 ag: RXFP1 (human) receptor agonism; Q9HBX9; AID 2676; HEK293T-RXFP1 cAMP TR-FRET, 30 min; response scale: percent of porcine relaxin response, buffer zero; Potency, µM (doses to about 57.5 µM), without a hit: at the highest dose activation, actives largely listed as activators; actives 0.3% (n = 370,000); further: on the % scale 0 is the no-effect control and ±100 the full control effect; nearly all actives have a fitted effect of over 60% in size; many of its hits are not listed in these tables
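Agonist response is measured as cAMP accumulation in an RXFP1-transfected HEK293T line under PDE4 inhibition. Values are scaled between buffer-only and 29 nM porcine relaxin, and EC50s come from standard Hill equation fits.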
TrxR1 inh: rat TrxR1 inhibition; O89049; recombinant rTrxR1, NADPH fluorescence consumption, selenite substrate; Potency, µM (doses to about 114 µM), for the others: at the highest dose activity change, negative = inhibition, most hits filed as inhibitors; actives 1% (n = 390,000); further: on the % scale 0 is the no-effect control and ±100 the full control effect; nearly all actives have a fitted effect of over 65% in size
Target sequence (O89049 whole entry, looked up): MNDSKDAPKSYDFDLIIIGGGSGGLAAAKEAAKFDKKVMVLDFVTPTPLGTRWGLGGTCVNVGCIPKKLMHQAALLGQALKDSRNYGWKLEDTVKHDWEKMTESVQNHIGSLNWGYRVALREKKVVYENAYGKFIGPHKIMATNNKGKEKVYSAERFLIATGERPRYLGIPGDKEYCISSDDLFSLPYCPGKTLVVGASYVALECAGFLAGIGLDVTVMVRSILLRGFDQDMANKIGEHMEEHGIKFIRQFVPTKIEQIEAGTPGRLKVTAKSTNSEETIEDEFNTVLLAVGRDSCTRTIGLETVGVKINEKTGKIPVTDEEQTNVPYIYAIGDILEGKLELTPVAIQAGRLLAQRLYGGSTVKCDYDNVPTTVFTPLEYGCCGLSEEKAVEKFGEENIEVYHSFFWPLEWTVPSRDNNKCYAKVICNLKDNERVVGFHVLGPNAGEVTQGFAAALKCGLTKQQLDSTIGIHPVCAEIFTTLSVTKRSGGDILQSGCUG
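Rat TrxR1 (90 nM in the dispensed reagent) was pre-reduced with 400 uM NADPH for 5 min at room temperature, then incubated with compound for 15 min. After 400 uM selenite was added, NADPH fluorescence (Ex 340/Em 450 nm) was followed for 8 min.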
12-LOX inh: blocks human arachidonate 12S-lipoxygenase; P18054; purified 12hLO, xylenol orange hydroperoxide absorbance; Potency, µM (top dose mostly 108 µM), for inactives: top-dose activity change, negative = inhibition, most hits filed as inhibitors; actives 1.1% (n = 580,000); further: on the % scale 0 is the no-effect control and ±100 the full control effect
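Purified human 12hLO at 150 nM in 25 mM Hepes, 0.01% Triton X-100, pH 7.0, preincubated 15 min at room temperature with compound. Reaction started with 40 uM arachidonic acid, 30 min at room temperature. Hydroperoxide measured by Fe-xylenol orange, 573/405 nm absorbance ratio.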
mIDH1 inhibitor: inhibitors of human mutant IDH1 R132H; O75874; IDH1-R132H enzyme, NADPH consumption, diaphorase/resazurin fluorescence; Potency, µM (doses to about 76.6 µM), for the others: at the top dose activity change, negative = inhibition, usual class: inhibitors; actives 0.093% (n = 390,000); further: on the % scale 0 is the no-effect control and ±100 the full control effect; nearly all actives have a fitted effect of over 65% in size
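IDH1-R132H (0.5 ug/mL) preincubated 30 min with compound, then NADPH (0.016 mM) and alpha-KG (2 mM) added; 80 min at RT, pH 7.5. Remaining NADPH coupled via diaphorase/resazurin to fluorescence (540/590 nm); concentration-response curves normalized to no-enzyme control.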
TrxR1 substrate: rat thioredoxin reductase 1 substrate activity; purified TrxR1 substrate turnover, NADPH consumption readout; Potency, µM (series often up to 114 µM), for the others: at the highest dose activity change, negative = substrate turnover; actives 0.01% (n = 390,000); further: on the % scale 0 is the no-effect control and ±100 the full control effect; nearly all actives have a fitted effect of over 50% in size
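Rat TrxR1, dispensed at 90 nM, was prereduced with 400 uM NADPH (final) for 5 min at ~22 deg C, then incubated with compound 15 min before 400 uM selenite. A first-read NADPH fluorescence drop versus no-compound background flagged substrates.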
Vif-A3F inh: Vif-A3F binding inhibition | HeLa A3F-eYFP + Vif (tagged APOBEC3F with the HIV-1 protein that degrades it), YFP fluorescence increase | Potency, µM (highest dose often 46.1 µM), for the others: at the highest dose activity, negative = active | actives 0.2% (n = 390,000); further: % of control where 0% means no effect; nearly all actives have a fitted effect of over 65% in size
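HeLa cells stably expressing Vif plus C-terminally eYFP-tagged A3F were seeded, incubated overnight at 37 deg C, dosed with compound, incubated overnight again at 37 deg C. Yellow fluorescence (Ex 488/Em 500-530) reported blocked Vif-mediated A3F-eYFP degradation.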
RGS4 inh: blocks human RGS4-accelerated GTP hydrolysis; Transcreener GDP fluorescence polarization, RGS4-accelerated GTP hydrolysis; AID 504845; Potency, µM (doses to about 114 µM), inactives show top-dose activity change, negative = inhibition, most hits filed as inhibitors; actives 0.039% (n = 390,000); further: on the % scale 0 is the no-effect control and ±100 the full control effect; nearly all actives have a fitted effect of over 75% in size; some results filed as inactive show a strong effect at the top dose
Target sequence (P49798 whole entry, looked up): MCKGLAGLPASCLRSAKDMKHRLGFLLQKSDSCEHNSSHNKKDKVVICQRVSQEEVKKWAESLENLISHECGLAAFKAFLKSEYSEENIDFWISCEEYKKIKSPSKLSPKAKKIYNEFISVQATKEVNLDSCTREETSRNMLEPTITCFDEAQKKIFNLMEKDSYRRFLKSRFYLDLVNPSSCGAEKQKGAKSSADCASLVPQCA
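MLSMR compounds (23 nl, pin-transferred) preincubated 10 min at room temperature with a 500nM (2x) first reagent, then RGS4 at 900nM (2x) plus Transcreener GDP mix added; fluorescence polarization (620/688 nm) read before and after 90 min at 30 °C.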
Vif-APOBEC3G blk: inhibitors of Vif-APOBEC3G interaction; Potency, µM (top dose mostly 46.1 µM), for the others: top-dose activity, negative = active, most hits filed as inhibitors; actives 0.076% (n = 410,000); HeLa A3G-eYFP + Vif (tagged APOBEC3G with the HIV-1 protein that degrades it), YFP fluorescence, overnight; Q9HC16;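 further: on the % scale 0 is the no-effect control and ±100 the full control effect; nearly all actives have a fitted effect of over 60% in size; hits raise eYFP signal because A3G escapes Vif-driven loss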
Target sequence (Q9HC16 whole entry, looked up): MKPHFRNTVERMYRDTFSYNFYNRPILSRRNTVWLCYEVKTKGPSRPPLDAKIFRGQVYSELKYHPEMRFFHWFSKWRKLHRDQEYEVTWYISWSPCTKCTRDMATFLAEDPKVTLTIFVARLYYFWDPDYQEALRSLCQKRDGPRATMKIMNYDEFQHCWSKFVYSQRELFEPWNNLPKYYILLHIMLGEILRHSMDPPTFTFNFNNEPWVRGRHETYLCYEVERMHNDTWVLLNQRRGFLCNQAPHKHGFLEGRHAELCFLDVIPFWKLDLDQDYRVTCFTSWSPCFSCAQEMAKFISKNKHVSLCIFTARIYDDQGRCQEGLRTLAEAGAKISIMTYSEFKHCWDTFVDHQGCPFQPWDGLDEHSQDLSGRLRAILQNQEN
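HeLa cells stably expressing Vif and C-terminally eYFP-tagged A3G, seeded overnight at 37 deg C, then exposed to compound by pintool overnight at 37 deg C. Rise in yellow fluorescence (Ex 488/Em 500-530, Acumen) marks blocked Vif-driven A3G degradation.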
USP1-UAF1 inh: blocks the human USP1/UAF1 deubiquitinase complex; O94782; recombinant USP1/UAF1, Ub-Rhodamine cleavage fluorescence; Potency, µM (doses to about 57.1 µM), inactives show top-dose activity change, negative = inhibition, hits mostly inhibitors; actives 0.23% (n = 390,000); further: on the % scale 0 is the no-effect control and ±100 the full control effect; nearly all actives have a fitted effect of over 60% in size; inactives centre near -12
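In this screen, compounds sit with the deubiquitinase complex (1nM) for 15 min at room temperature before Ub-Rho is added at 150nM final. Fluorescence rise is then followed for 6 reads every 60 seconds.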
Active calls of the source: *; ? = inconclusive; . = no result given; & = joins results of further samples; [ ] = another dose, or the depositor's remark. The call rests on the fitted dose curve; in most records, active means well fitted curve in the direction sought with a large enough effect; inconclusive means small, poorly fitted or top-dose-only effect, or another doubt; inactive means no such curve, though single readings can be large; an effect the other way counts as inactive or inconclusive. Potency means the concentration at half of the fitted maximal effect.

SMILES	RXFP1 ag	TrxR1 inh	12-LOX inh	mIDH1 inhibitor	TrxR1 substrate	Vif-A3F inh	RGS4 inh	Vif-APOBEC3G blk	USP1-UAF1 inh
COc1ccc(Cl)cc1N(C)C(=O)Cn1cnc2sc(C)c(S(=O)(=O)N3CCN(c4ncccn4)CC3)c2c1=O	5.9%	28%	0%	-4%	1%	-3%	-2%	-2%	-24%
O=C(N/N=C/c1ccc(Cl)cc1)C1CC12CCC2 (stereo not given)	1.7%	16%[57.1 µM]	0%	0%	4%[57.1 µM]	-5%	2%	0%	-15%
O=C(NNC(=O)c1c(O)c2ccccc2[nH]c1=O)c1ccccc1Br	-0.2%	14%[57.1 µM]	-10%	1%	4%[57.1 µM]	12%	10%	-1%	-9%
COc1ccc(C(c2sc3nc(C)nn3c2O)N2CCc3ccccc3C2)cc1 (stereo not given)	-0.8%	-2%[57.1 µM]	?	-6%	-1%[57.1 µM]	0%	?	-3%	-6%
O=C(NCc1ccncc1)C1CCC(=O)N(CCc2ccc(Cl)cc2)C1 (stereo not given)	-1.1%	3%	15%	-4%	-1%	2%	17%	1%	-14%
CCOC(=O)c1ccc(NC(=O)CN(c2ccc(C)cc2)S(=O)(=O)c2c(C)nn(C)c2C)cc1	1.8%	28%	-21%	2%	3%[57.1 µM]	-3%	-7%	6%	-13%
CSc1ncccc1-c1nc2ccccc2[nH]1	4.1%	9%[57.1 µM]	1%	4%	12%[57.1 µM]	3%	4%[11.4 µM]	-9%	-11%
Cc1cccc(NC(=O)Cn2nnc(C(=O)Nc3ccccc3Br)c2N)c1C	18%	22%	-10%	11%	1%	1%	-24%	-1%	-13%
COc1ccc(-n2c(Cc3cccn3C)nnc2SCC(=O)Nc2cccc(F)c2)cc1	-1.4%	1%[57.1 µM]	438%[activator]	9%	-4%[57.1 µM]	2%	?	-8%	-18%
O=C(Nc1ncc([N+](=O)[O-])s1)C1CCN(S(=O)(=O)c2cnc[nH]2)CC1	-0.3%	5%	11%	-7%	3%[57.1 µM]	4%	0%	1%	-19%

Compound profiles, from the list above. Values in the order: RXFP1 ag, TrxR1 inh, 12-LOX inh, mIDH1 inhibitor, TrxR1 substrate, Vif-A3F inh, RGS4 inh, Vif-APOBEC3G blk, USP1-UAF1 inh
Entry for O=C(N/N=C/c1ccc(Cl)cc1)C1CC12CCC2 (stereo not given) → 1.7%, 16%[57.1 µM], 0%, 0%, 4%[57.1 µM], -5%, 2%, 0%, -15%
Entry for CCOC(=O)c1ccc(NC(=O)CN(c2ccc(C)cc2)S(=O)(=O)c2c(C)nn(C)c2C)cc1 → 1.8%, 28%, -21%, 2%, 3%[57.1 µM], -3%, -7%, 6%, -13%

More results follow:
SMILES	RXFP1 ag	TrxR1 inh	12-LOX inh	mIDH1 inhibitor	TrxR1 substrate	Vif-A3F inh	RGS4 inh	Vif-APOBEC3G blk	USP1-UAF1 inh
COc1ccc(NC(=O)CSc2nnnn2C2CCCC2)c(OC)c1	-0.7%	52%	24%	9%	25%	7%	13%	2%	-3%
CCOC(=O)N1CCC(NC(=O)c2cc(C(=O)Nc3ccc(S(=O)(=O)N4CCCCC4)cc3)ccc2CO)CC1	-1.5%	5%	-5%	-8%	-1%	0%	-1%	4%	-27%
CN(C(=O)COC(=O)CNC(=O)c1ccc2ccccc2c1)c1c(N)n(Cc2ccccc2)c(=O)[nH]c1=O	0.8%	-19%	-16%	-5%	-13%	-5%	-1%	0%	-6%
C=CCC[C@H](Cc1ccc(F)cc1)C(=O)OC[C@H](Cc1c[nH]c2ccccc12)NC(=O)[C@@H](CC=C)CC(=O)N[C@@H](CO)Cc1ccccc1	.	13%	-12%	0%	-1%	1%	-3%	0%	-27%
Cc1nnc(Nc2ccccn2)c2ccccc12	1.7%	-2%	9%	2%	1%	2%	-14%	-2%	-3%
Cc1csc2nc(-c3cccc(NS(C)(=O)=O)c3)cn12	6.1%	3%[57.1 µM]	-2%	6%	-3%[57.1 µM]	-1%	28%	-1%	-10%
Cc1cccc(NC(=S)NCc2cccn2C)c1	-0.9%	-21%[57.1 µM]	-25%	2%	0%[57.1 µM]	1%	5%	2%	-4%
COc1ccc(CC(=O)O/N=C(\N)Cc2ccc(OC)c(OC)c2)cc1	1.6%	-10%	26%	4%	-4%	-5%	-3%	2%	-8%
CCN(C(=O)CSc1nc2cc(Cl)ccc2c(=O)n1Cc1ccco1)C1CCS(=O)(=O)C1 (stereo not given)	2.3%	8%[57.1 µM]	-12%	1%	-1%[57.1 µM]	-2%	-22%	-4%	-21%
O=C1CSC(c2ccccn2)N1c1ccc(Cl)c(Cl)c1 (stereo not given)	-1.3%	2%	-10%	0%	-1%	-18%	-18%	-7%	-3%
COc1ccc(/C=C2\CCCC3C2=NN(C(=O)c2ccco2)C3c2ccc(OC)c(OC)c2)cc1OC (stereo not given)	5.3%	-6%[57.1 µM]	-5%	-2%	17%[57.1 µM]	1%	28%	-2%	-11%
CCOC(=O)c1sc(NC(=O)C2CC(=O)N(c3ccc(OC)cc3)C2)nc1C (stereo not given)	-3.5%	-12%[57.1 µM]	0%&-54%	3%	-7%[57.1 µM]	-8%	-1%	-3%	-16%
COc1ccc(CN(Cc2cccnc2)S(=O)(=O)c2ccc(-n3cnnn3)c(C)c2)cc1OC	1.7%	2%	?	5%	4%	0%	7%	0%	?
O=C(NCc1cccnc1)c1ccc(-c2cccc(Cl)c2Cl)o1	-4.0%	-2%[57.1 µM]	-5%	-10%	9%	-6%	-44%	-9%	-18%
O=C(c1cccc(S(=O)(=O)N2CCc3ccccc3C2)c1)N1CCN(c2ccccc2)CC1	0.6%	11%	-19%	2%	8%[57.1 µM]	-1%	3%	-1%	-10%
O=C(OCC(=O)c1c[nH]c2ccccc12)c1cc(Br)ccc1O	3.2%	20%[57.1 µM]	-22%	2%	12%[57.1 µM]	2%	-34%	-5%	?
CCCC(C)c1nnc(NC(=O)C2CCCO2)s1 (stereo not given)	1.1%	12%	?	1%	7%	-6%	-36%	0%	-13%
CCc1nc2cc(CC(=O)O)ccc2o1	-5.0%	-12%	-9%	9%	-8%	-12%	14%	-1%	-10%
CCC(Oc1ccccc1F)C(=O)N1CCC(c2nc3ccccc3s2)CC1 (stereo not given)	1.3%	25%	3%	-4%	2%	1%	5%	0%	-11%
NC(=O)c1ccc(NC(=O)COC(=O)C(Cc2ccccc2)NC(=O)c2ccccc2)cc1 (stereo not given)	3.1%	1%[57.1 µM]	-13%	-3%	-2%[57.1 µM]	3%	2%	1%	-5%

Three entries out of the list above, arranged by the value under RXFP1 ag, highest first:
SMILES,RXFP1 ag
NC(=O)c1ccc(NC(=O)COC(=O)C(Cc2ccccc2)NC(=O)c2ccccc2)cc1 (stereo not given),3.1%
COc1ccc(CN(Cc2cccnc2)S(=O)(=O)c2ccc(-n3cnnn3)c(C)c2)cc1OC,1.7%
O=C(NCc1cccnc1)c1ccc(-c2cccc(Cl)c2Cl)o1,-4.0%

The results go on:
SMILES	RXFP1 ag	TrxR1 inh	12-LOX inh	mIDH1 inhibitor	TrxR1 substrate	Vif-A3F inh	RGS4 inh	Vif-APOBEC3G blk	USP1-UAF1 inh
COc1ccc(C(=O)NCc2nnc(SCC(=O)Nc3ccccc3OC)o2)cc1	0.1%	29%	-14%	0%	2%	3%	10%	-3%	-17%
Cc1nc2c(c(C)nn2-c2ccccc2)c(C)c1Cl	3.5%	46%[activator]	16%[57.4 µM]	16%	17%	3%	-11%	0%	-6%
CN(c1ccc(O)cc1)c1nc(-c2cccnc2)cs1	1.9%	-7%	6%	3%	-6%	1%	9%	1%	3%
NC(Cc1ccc(O)c([N+](=O)[O-])c1)C(=O)O (stereo not given)	-5.5%	1%	-15%	2%	6%[0.457 µM]	-9%	-15%	-3%	-17%
O=C(O)[C@@H](c1ccccc1)N1Cc2ccccc2C1=O	0.0%	6%[57.1 µM]	40µM*	-25%	-1%[57.1 µM]	-8%	14%	-2%	4%
C#CCn1cc(C=C2C(=O)c3ccccc3C2=O)c2ccccc21	1.4%	-25%	-16%	14%	-5%	?	-7%	0%	-14%
CC(C)N(C(=O)[C@H]1CC(CC(=O)NCCC2=CCCCC2)C(=O)N2CCc3c([nH]c4ccccc34)[C@]12C)C(C)C (stereo not given in full)	.	-2%	-24%	-8%	-10%	?	22%	-2%	-19%

Copied from the list:
Under Vif-APOBEC3G blk, O=C(O)[C@@H](c1ccccc1)N1Cc2ccccc2C1=O is listed with -2%
Under Vif-APOBEC3G blk, C#CCn1cc(C=C2C(=O)c3ccccc3C2=O)c2ccccc21 is listed with 0%
Under RGS4 inh, CC(C)N(C(=O)[C@H]1CC(CC(=O)NCCC2=CCCCC2)C(=O)N2CCc3c([nH]c4ccccc34)[C@]12C)C(C)C (stereo not given in full) is listed with 22%
Under Vif-A3F inh, Cc1nc2c(c(C)nn2-c2ccccc2)c(C)c1Cl is listed with 3%
Under Vif-APOBEC3G blk, CN(c1ccc(O)cc1)c1nc(-c2cccnc2)cs1 is listed with 1%

This is a subset. The share of hits here may be higher or lower than overall.
